# mouse IAP activators = mouse intestinal phosphatase enzyme activation – biochemical, luminescence, single concentration, confirmation (AID 434970). purified mouse IAP, CDP-Star luminescence, 30 min; active compounds read low. activity change, negative = activation, % at 10 µM. 11,000 tested, 2.9% active; in the data active = activity change below about -85%;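 also: percent relative to enzyme plus DMSO wells and wells without enzyme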
# mouse IAP activators Fold change = recorded beside mouse IAP activators, whose call it bears; activation factor; measured here: IAP activation factor; active compounds read high;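 fold luminescence change scaled to plate control wells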
# An asterisk follows results filed as active.
# Start of the listing, in advance (six entries):
nr	Structure	mouse IAP activators	mouse IAP activators Fold change
1	COc1cc(NC(=O)CN(C)S(=O)(=O)c2ccc(C)cc2)cc(OC)c1	-13.5	1.14
2	Cc1cc(NC(=O)CSc2nc3ccccc3c(=O)n2Cc2ccccc2)no1	1.6	0.984
3	COc1cc(C(=O)N2CCC(NC(=O)C(Cc3ccc(C(C)C)cc3)NC(C)=O)CC2)cc(OC)c1OC (configuration not stated)	-11.0	1.11
4	COc1ccc(C(=O)Nc2ccccc2)cc1S(=O)(=O)Nc1cc(C)on1	2.8	0.973
5	C[C@H]1C(c2ccc(F)cc2)=NN(c2ccccc2)[C@@H]1CO	-60.8	1.61
6	Cc1[nH]n2c(=O)c3c(nc2c1-c1cccc2ccccc12)CCC3	-5.9	1.06

# This part in full (from the top)
nr	Structure	mouse IAP activators	mouse IAP activators Fold change
1	COc1cc(NC(=O)CN(C)S(=O)(=O)c2ccc(C)cc2)cc(OC)c1	-13.5	1.14
2	Cc1cc(NC(=O)CSc2nc3ccccc3c(=O)n2Cc2ccccc2)no1	1.6	0.984
3	COc1cc(C(=O)N2CCC(NC(=O)C(Cc3ccc(C(C)C)cc3)NC(C)=O)CC2)cc(OC)c1OC (configuration not stated)	-11.0	1.11
4	COc1ccc(C(=O)Nc2ccccc2)cc1S(=O)(=O)Nc1cc(C)on1	2.8	0.973
5	C[C@H]1C(c2ccc(F)cc2)=NN(c2ccccc2)[C@@H]1CO	-60.8	1.61
6	Cc1[nH]n2c(=O)c3c(nc2c1-c1cccc2ccccc12)CCC3	-5.9	1.06
7	COc1cccc(NC(=S)N(Cc2ccco2)C(C)c2ccco2)c1 (configuration not stated)	9.0	0.91
8	c1cc(-n2cnnn2)ccc1NC1=NCCC1	-10.2	1.1
9	O=C(N/N=C/c1ccc(O)cc1O)C(=O)N/N=C/c1ccc(O)cc1O	67.3	0.327
10	Cn1cc(C(=O)c2ccc(F)cc2)cc1-c1nc2ccccc2n1C	-11.4	1.11
11	CCC(=O)OCCCCCCOc1ccc(C(=O)O)cc1	2.4	0.976
12	CCC(OC(=O)c1cccs1)C(=O)NC1CCCCC1 (configuration not stated)	4.0	0.96
13	CCOC(=O)c1cnc(-n2nc(C)cc2C)nc1NC1CCCCC1	5.1	0.95
14	CCC(C)c1ccc(OCC(=O)O)cc1 (configuration not stated)	-0.6	1.01
15	O=C(NC1CCCCCC1)c1c(F)c(F)c(F)c(F)c1F	12.0	0.88
16	CC(C)N(C(=O)[C@H]1C[C@H](CC(=O)NCCC2=CCCCC2)C(=O)N2CCc3c([nH]c4cc(CCC(=O)N(C)C)ccc34)[C@]12C)C(C)C	-12.6	1.13
17	Nc1ccc(-c2nc3c(Cl)c(N)ccc3[nH]2)cc1	9.8	0.901
18	C=C1c2cccc(OC)c2O[C@H](C(=O)OCC)[C@@H]1CCCCCC	7.0	0.929
19	CC(C)C(=O)Nc1ccc(NC(=O)c2ccccc2Cl)nc1	0.8	0.992
20	O=C(O)C=C1CCN(c2ncc(C(F)(F)F)cc2Cl)CC1	4.0	0.96
21	Cc1cc(-c2csc(N)n2)c(C)n1Cc1ccco1	42.9	0.572
22	Cc1ccc(S(=O)(=O)N(C)CC(=O)N2CCc3ccccc32)cc1	10.3	0.897
23	CC(C)(C)NC(=O)c1ccc(NC(=O)C2COc3ccccc3O2)cc1 (configuration not stated)	-2.8	1.03
24	CCOC(=O)c1cccc(NC(=O)CCS(=O)(=O)c2cccc3nsnc23)c1	0.2	0.998
25	COC(=O)c1cc2ccsc2n1CC(=O)N(C)C1CCCCC1	-3.6	1.04
26	COc1ccc(C(=O)c2oc3ccccc3c2NC(C)=O)cc1	14.1	0.859
27	O=C(NC1CCCCC1)Oc1cc2oc(=O)sc2cc1Br	80.6	0.194
28	O=C(Cc1cccs1)N[C@@H]1c2ccccc2CC[C@@H]1OCc1ccccc1	0.5	0.995
29	CCN(CC)C(=O)[C@H]1CC(CC(=O)NCC23CC4CC(CC(C4)C2)C3)C(=O)N2CCc3c([nH]c4ccc(OC)cc34)[C@]12C (some centres not stated)	-20.1	1.2
30	CCCn1c(CCC(=O)O)ccc1-c1cccs1	9.7	0.903
31	CCCN1C(=O)/C(=C/c2c(NCCCOC(C)C)nc3c(C)cccn3c2=O)SC1=S	11.9	0.881
32	COc1ccccc1CNS(=O)(=O)c1ccc(N2CCCC2)cc1Br	-3.7	1.04
33	N=C1C(c2nc3ccccc3c(=O)[nH]2)=C(O)CN1CCO	-1.3	1.01
34	CC(C)CCNC(=O)c1cc(-c2ccco2)nc2ccccc12	6.4	0.936
35	CC(CNC(=O)C(C)C)NC(=O)C(C)C (configuration not stated)	-0.1	1
36	COc1ccc(-c2noc(CCC(=O)N3CCC(c4cc(C)ccc4C)CC3)n2)cc1	0.2	0.998
37	N=c1ncn(CC(O)CO)c2nc(N3CCOCC3)[nH]c12 (configuration not stated)	-4.8	1.05
38	CCCCNC(=O)C1CC(=O)N(c2ccc(OC)cc2)C1c1ccc(OC)cc1 (configuration not stated)	3.0	0.97
39	O=C(/C=C/c1ccc(O)c(O)c1)NC(=O)c1ccccc1O	59.3	0.406
40	O=C(Oc1ccc2c(=O)c(Cl)coc2c1)c1ccncc1	2.5	0.974
41	Cc1cc2c(ncn2C)c(NS(=O)(=O)c2ccccc2Cl)c1C	0.8	0.992
42	COc1ccc(NC(=O)c2ccco2)cc1NC(=O)c1cccc(OC(C)C)c1	6.5	0.934
43	Cc1cccc(OCCC(=O)Nc2c(C)n(C)n(-c3ccccc3)c2=O)c1	9.1	0.909
44	COc1ccc(S(=O)(=O)N2CCC(C(=O)N3CCCCC3)CC2)cc1OC	7.1	0.929
45	Cc1ccc(NC(=O)Cn2nnc(C(=O)NCc3ccco3)c2N)cc1	-8.6	1.09
46	COC(=O)/C=c1/s/c(=C(/C#N)C(=O)NCc2ccccc2)n(-c2ccccc2)c1=O	17.5	0.825
47	COC(=O)CCN(Cc1ccccc1)S(=O)(=O)c1ccccc1Br	1.6	0.984
48	COc1cc2[nH]c(=S)nc(NCCCOC(C)C)c2cc1OC	1.6	0.984
49	O=C(COC(=O)c1ccc(Br)o1)Nc1ccc(S(=O)(=O)N2CCCC2)cc1	0.4	0.995
50	COC(=O)c1ccc(NC(=O)CSc2nnc(C(C)NC(=O)c3ccccc3Cl)n2C)cc1 (configuration not stated)	-5.5	1.06
51	C=CCNc1nc(-c2ccccn2)nnc1-c1ccccc1	-2.9	1.03
52	COc1cccc(NC(=O)NC2CCCc3ccccc32)c1 (configuration not stated)	-174.0*	2.74*
53	COC(=O)c1c2c(nc3ccccc13)CCC2	8.9	0.911
54	CC1(c2ccccc2)NC(=O)N(CC(=O)NC(=O)NC2CCCC2)C1=O (configuration not stated)	-10.2	1.1
55	CSc1nc(NCc2ccco2)c2ccccc2n1	-2.4	1.02
56	CCc1cccc2c(=O)c(C(=O)N3CCCCCC3)c[nH]c12	-9.8	1.1
57	CC(C)(C)N=C1SCC(C)(/C=N/O)S1 (configuration not stated)	6.8	0.932
58	COc1cc(NS(=O)(=O)c2ccc(C)cc2)c2ncccc2c1	1.6	0.984
59	CC[C@]12c3[nH]c4cc(CCC(=O)N(C)C)ccc4c3CCN1C(=O)[C@@H](CC(=O)NCCCOC)C[C@@H]2C(=O)N1CCN(C(=O)c2ccco2)CC1	-1.9	1.02
60	O=C1C2CC=CCC2C(=O)N1CC1CCCO1 (configuration not stated)	7.0	0.929

# New compounds follow.
nr	Structure	mouse IAP activators	mouse IAP activators Fold change
61	CCOC(=O)C1CCN(C(=O)CSc2cc(=O)n(C)c3ccccc23)CC1	15.4	0.845
62	Oc1ccc2ccccc2c1CN1CCN(c2ccccc2)CC1	-3.2	1.03
63	CCCc1cc(=O)n2[nH]c(CCc3ccccc3)nc2n1	13.1	0.869
64	COC(=O)c1cccc(NC(=O)c2nn(C)c(=O)c3ccccc23)c1	7.2	0.928
65	CC[C@@H]1C(c2ccccc2)=NN(c2ccc(Br)cc2)[C@H]1C(=O)N1CCOC1=O	-0.8	1.01
66	Cc1ccc(C)c(N(C(=O)CS(=O)CC(=O)Nc2ccc3c(c2)OCO3)C(C)C(=O)NC2CCCC2)c1 (configuration not stated)	10.6	0.894
67	COc1cccc(C(=O)Nc2c3c(nn2-c2ccccc2C)CS(=O)C3)c1OC (configuration not stated)	3.8	0.962
68	COc1cc2c(=O)n(Cc3ccccc3)c(=O)n(CC(=O)NCCc3ccccc3)c2cc1OC	-4.3	1.04
69	Cc1cc(C)nc(SCC(=O)Nc2ncc3c(n2)CCCC3=O)n1	3.0	0.97
70	CC(=O)O[C@H]1CC[C@@]2(C)C(CCC3C2CC[C@]2(C)OC(=O)CCC32)C1 (some centres not stated)	-0.3	1
71	Oc1ccc(CNc2ccccc2F)c2cccnc12	-13.5	1.14
72	Cn1c(=O)n(CC#N)c2ccccc21	-48.0	1.48
73	O=C(COC(=O)/C=C/c1cnc2ccccc2n1)NCC(F)(F)F	8.8	0.911
74	O=C(NC1CC2CCCC(C1)N2CC(=O)N1CCCc2ccccc21)C1CCCCC1 (configuration not stated)	3.2	0.968
75	COc1ccc(C(C)=O)cc1COC(=O)c1ccc2c(c1)OCO2	-6.6	1.07
76	Cc1ccccc1NC(=O)CCN1C(=O)CSC1=O	8.8	0.912
77	COc1ccccc1CC(=O)Nc1ccc(O)cc1C(=O)O	2.4	0.976
78	CCOc1nc(NC(C)C)nc(NC(C)C)n1	0.9	0.991
79	Cc1cccnc1Nc1nc(-c2ccc(O)c(O)c2)cs1	67.8	0.322
80	Cc1nnc(SCc2ccc(C(=O)O)cc2)s1	5.3	0.947
81	CCC(=O)N1CCc2cc(S(=O)(=O)NC(C(=O)NC(C)c3ccccc3)C(C)C)ccc21 (configuration not stated)	8.3	0.917
82	CCOC(=O)C1=C(C)N(C[C@@H]2CC[C@@H](Cc3ccc(-c4ccccc4)cc3)O2)C(=O)NC1c1ccc(SCc2ccco2)c([N+](=O)[O-])c1 (some centres not stated)	14.9	0.851
83	O=C1CC(c2ccco2)CC(O)=C1C=Nc1cc(Cl)ccc1O (configuration not stated)	69.8	0.301
84	CCOc1ccccc1-n1c(SCC(=O)NC(C)(C)C)nnc1-c1ccoc1C	2.8	0.972
85	Cc1nn(Cc2ccccc2)c(Cl)c1C(=O)OCc1nnc(-c2ccccc2)o1	5.4	0.946
86	N#CC1=C(N)Oc2n[nH]c(-c3ccccc3)c2C1c1ccncc1 (configuration not stated)	18.9	0.811
87	NC(=O)CSc1nnc(-c2ccc(O)cc2)n1Cc1ccco1	5.5	0.945
88	COc1cccc(CNC(=O)CCNC(=O)Cn2ccc3ccccc3c2=O)c1	4.8	0.952
89	O=C(NC1CCN(C(=O)N2c3ccccc3Sc3ccccc32)CC1)c1ccco1	-12.4	1.12
90	O=c1c2sc(-c3ccccc3)cc2nc2n1CCC2	13.0	0.87
91	Cc1nn(C(C)C)c(C)c1CN1CCC(C(=O)Nc2cccc(-c3cccc(F)c3)c2)CC1	-388.8*	4.89*
92	COc1cc2oc(=O)cc(-c3cccc(-c4cccc(C)c4)c3)c2c(OC)c1OC	7.0	0.929
93	COc1cccc(CN2C(=O)Nc3ccccc3C(=O)N2C(C)(C)C)c1	-7.2	1.07
94	Cc1cc(OCc2ccc(C(=O)n3cccn3)o2)ccc1Cl	10.9	0.891
95	COc1ccc(Cl)cc1NC(=O)C1CCCO1 (configuration not stated)	7.6	0.924
96	C#CCOCCOCCOCCNc1nc(N2CCN(C(=O)CCCCCCCCCCNC(=O)[C@H]([C@@H](C)CC)n3cc(CCCCCN)nn3)CC2)nc(N2CCN(C(=O)CCCCCCCCCCNC(=O)[C@H](CCCCN)n3cc(CCCC(=O)O)nn3)CC2)n1	-221.9*	3.22*
97	Cc1ccc(NC(=O)c2ccnc(C(C)(C)C)c2)cc1	-3.4	1.03
98	Cc1cccc(NC(=S)NC2CCSc3ccccc32)c1 (configuration not stated)	-242.5*	3.43*
99	c1ccc2c(c1)ncn2CCN1CCCCC1	0.8	0.992
100	CCOCN(C(=O)Cn1c(COC)nc2ccccc21)c1c(C)cccc1CC	-9.4	1.09
101	CO[C@H]1CC[C@@]2(C)[C@@H](CC[C@@H]3[C@@H]2CC[C@@]2(C)[C@H]3C[C@H](C(=O)O)O[C@]23CCCO3)C1	-5.4	1.05
102	COc1cc2oc(=O)cc(-c3ccc(-c4ccc(F)c(Cl)c4)cc3)c2c(OC)c1OC	8.7	0.913
103	COc1ccc(-c2c(C)cc3oc(=O)cc(-c4ccccc4)c3c2C)cc1	4.7	0.954
104	C=CCC1CCCC(=O)N2CCCC12 (configuration not stated)	4.1	0.959
105	Cc1csc(=O)n1CCC(=O)O	-5.0	1.05
106	CCN(CC)C(=O)[C@H]1C[C@H](CC(=O)NCCC2=CCCCC2)C(=O)N2CCc3c([nH]c4cc(CCC(=O)N(C)C)ccc34)[C@]12C	-3.6	1.04
107	Cc1noc(C)c1COC(=O)COc1ccc2c(C)cc(=O)oc2c1	10.2	0.899
108	O=C(CCN1C(=O)c2ccccc2C1=O)NC1=NCCS1	-6.2	1.06
109	COc1ccc(CCNS(=O)(=O)c2ccc(OC)cc2)cc1	4.7	0.954
110	CCCCOc1ccc(/C=c2\sc3ncnn3c2=O)cc1	13.1	0.869
111	COc1cccc(Oc2ccc(N)cc2)c1	9.8	0.902
112	CC(C)CCNC(=O)Nc1ccc2c(c1)N(C)C(=O)CS2	-52.8	1.53
113	O=C(NNC(=O)c1ccccc1Cl)c1cccs1	-5.6	1.06
114	CC(C)=CCC/C(C)=C/CNC(=O)C[C@H]1C[C@H](C(=O)N2CCCCC2)[C@@]2(CCc3ccccc3)c3[nH]c4ccc(Cl)cc4c3CCN2C1=O	-32.5	1.33
115	CCOC(=O)C1=CN(Cc2ccco2)S(=O)(=O)N(CC)C1c1ccccc1 (configuration not stated)	-12.3	1.12
116	CC(C)C(=O)Nc1ccc(Nc2ccccc2)cc1	2.5	0.976

# Among those listed so far, these have a CF3 group:
nr	Structure	mouse IAP activators	mouse IAP activators Fold change
20	O=C(O)C=C1CCN(c2ncc(C(F)(F)F)cc2Cl)CC1	4.0	0.96
73	O=C(COC(=O)/C=C/c1cnc2ccccc2n1)NCC(F)(F)F	8.8	0.911

# Bioassay records (PubChem)

# An excerpt, so the mix of outcomes need not match the whole.
